Compound activity deposited in PubChem BioAssay by several laboratories.
STK33 kinase inh: human STK33 kinase inhibition; Q9BYT3; purified STK33, MBP phosphorylation, ADP-Glo luminescence; inhibition, % at 10 µM; 320,000 compounds, 0.073% hits;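 active = inhibition at or above 25%, using the most active replicate where run in duplicate; inactive = inhibition below 25%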
Target sequence (Q9BYT3 whole entry, looked up): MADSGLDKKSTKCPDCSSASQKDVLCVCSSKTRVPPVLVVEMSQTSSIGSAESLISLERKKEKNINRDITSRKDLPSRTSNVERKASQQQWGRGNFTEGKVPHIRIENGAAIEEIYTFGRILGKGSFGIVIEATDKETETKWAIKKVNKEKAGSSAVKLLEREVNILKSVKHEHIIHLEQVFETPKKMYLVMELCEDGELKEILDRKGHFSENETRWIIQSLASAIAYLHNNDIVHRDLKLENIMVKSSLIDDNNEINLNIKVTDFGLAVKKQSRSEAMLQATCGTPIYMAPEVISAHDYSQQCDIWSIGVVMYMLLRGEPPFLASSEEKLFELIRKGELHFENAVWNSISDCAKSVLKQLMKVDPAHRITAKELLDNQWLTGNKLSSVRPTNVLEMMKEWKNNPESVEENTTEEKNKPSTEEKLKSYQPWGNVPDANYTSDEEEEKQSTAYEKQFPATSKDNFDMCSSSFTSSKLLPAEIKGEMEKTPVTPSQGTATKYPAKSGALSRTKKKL
Kir21 inh: Kir2.1 (mouse) channel inhibition | P35561 | B-score at 10 µM | 310,000 compounds, 0.85% hits | HEK293-Kir2.1, FluxOR thallium flux fluorescence; hits give low values;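 active = fluorescence ratio B-score at or below minus 3 SD of library scores, with starting-brightness B-score within 2 SD, cut at about -4.2 in these data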;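 also: channel flux triggered by added potassium and thallium sulfate stimulus; B-score of peak minus minimum fluorescence over baseline after thallium stimulus; more negative B-score means stronger Kir2.1 block with less thallium influx; some compounds called inactive have numbers as strong as hits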
Target sequence (P35561 whole entry, looked up): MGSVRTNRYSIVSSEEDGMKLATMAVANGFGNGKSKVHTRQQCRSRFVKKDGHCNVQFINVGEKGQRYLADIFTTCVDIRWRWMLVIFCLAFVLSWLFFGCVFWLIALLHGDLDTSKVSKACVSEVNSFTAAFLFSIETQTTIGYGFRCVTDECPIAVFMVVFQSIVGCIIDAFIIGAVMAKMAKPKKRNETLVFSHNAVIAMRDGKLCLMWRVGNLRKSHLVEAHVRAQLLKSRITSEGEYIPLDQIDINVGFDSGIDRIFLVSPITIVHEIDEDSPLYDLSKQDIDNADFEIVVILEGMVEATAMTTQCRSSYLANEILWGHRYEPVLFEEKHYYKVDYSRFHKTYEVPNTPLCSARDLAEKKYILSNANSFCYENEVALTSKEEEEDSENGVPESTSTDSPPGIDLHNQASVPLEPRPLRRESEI
Active calls of the source: *; . = not tested or not shown.

SMILES	STK33 kinase inh	Kir21 inh
CCCc1cc(=O)[nH]c(SCC(=O)Nc2ccc3ccccc3c2)n1	-1.1	.
CC(Nc1ccc(Br)cn1)c1cc(Cl)ccc1O (stereo not given)	.	-2.2
COc1ccc(S(=O)(=O)N2CCN(C(=O)c3ccco3)CC2)cc1OC	-1.8	-1.9
CN(C(=O)COC(=O)c1ccc2[nH]c3c(c2c1)CCCC3)C1CCS(=O)(=O)C1 (stereo not given)	-0.6	-2.1
Cc1n[nH]c(C)c1S(=O)(=O)Nc1ccc2c(c1)OCCO2	-1.9	0.26
[NH-]c1ncnc2c1N=C[N+]2=CC=CCO	1.6	1.5
Cc1ccc(C)c(NC(=S)NC(C)C(c2ccccc2)N2CCN(C)CC2)c1 (stereo not given)	-1.3	-2
O=[N+]([O-])c1ccc(NC(=S)NCc2ccncc2)cc1	-1.3	0.06
COc1ccc(C(C)NC(=O)Cc2ccc(Br)cc2)cc1 (stereo not given)	-1.8	1.4
Nc1c(Cl)cc(C2=NCCn3nc4cc(C(F)(F)F)ccc4c32)cc1Cl	-0.4	0.51
O=C(NCc1ccc2c(c1)OCO2)C(=S)N1CCOCC1	-0.6	0.19
Cc1cc(C)c(NC(=O)CSc2nc3ccncc3[nH]2)c(C)c1	0.4	-0.68
Cc1ccc(CN2CCN(Cc3nc4ccccc4nc3C)CC2CCO)cc1 (stereo not given)	0.2	0.15
CCCc1[nH]nc2c1C(c1ccc(O)cc1OCC)C(C#N)=C(N)O2 (stereo not given)	-0.7	-1.2
Brc1cc(Cc2nnc(-c3ccccc3)o2)c(Br)s1	-1.9	0.25
O=c1c(-c2ccccc2)coc2cc(O)ccc12	3.4	1.8
C#CCOCCOCCOCCNc1nc(N2CCN(C(=O)[C@H]([C@@H](C)CC)n3cc([C@@H](N)Cc4ccc(O)cc4)nn3)CC2)nc(N2CCN(C(=O)[C@H](Cc3ccc(O)cc3)n3cc([C@@H](N)C(C)CC)nn3)CC2)n1 (stereo not given in full)	-2.7	-0.82
Cc1cc(CC(C)C)n(-c2nc3ccccc3c(=O)n2OCc2ccccc2)n1	0.4	-0.8
CCOc1ccccc1C(=O)NCCCCNC(=O)c1ccccc1OCC	-2.2	0.76
CCc1nc2oc3ccccc3c(=O)c2c(=O)n1Cc1ccc(OC)cc1	-0.2	-0.05
NS(=O)(=O)c1ccc(NC(=O)c2ccc(F)cc2F)c(NC(=O)c2ccc(F)cc2F)c1	-0.5	0.06
Cc1ccc(NC(=O)CSc2nnc([C@@H]3CCCN3C(=O)OC(C)(C)C)o2)c(C)c1	-0.2	-0.36
O=C1NC2(CCCCC2)C(=O)N1Cc1cc(=O)n2ccsc2n1	-0.4	-1.7
NC(=O)C(c1cccc(Cl)c1)c1ncc(C(F)(F)F)cc1Cl (stereo not given)	-1.0	0
O=c1oc(-c2ccccc2)nc2sc3c(c12)CCCC3	-0.9	1.1
CCOC(=O)C1CCN(C(c2cc3cc(C)cc(C)c3[nH]c2=O)c2nnnn2C2CCCCC2)CC1 (stereo not given)	1.1	-0.95
C=CCN1C(=O)CSc2ccc(C(=O)NCc3ccco3)cc21	0.0	-0.68
Cc1cc(C(=O)NC2CC(C)(C)Cc3c2cnn3-c2cccc(F)c2)n(C)n1 (stereo not given)	-1.3	0.53
CCOc1ccc(NC(=O)CN(C)C(=O)CSCc2cccc(C)c2)cc1OCC	-1.2	-0.78
COc1ccc(OC)c(NC(=O)CSc2nnnn2-c2ccc3c(c2)OCO3)c1	0.7	1

Part of the list above in order of formula weight, falling:
SMILES	STK33 kinase inh	Kir21 inh
C#CCOCCOCCOCCNc1nc(N2CCN(C(=O)[C@H]([C@@H](C)CC)n3cc([C@@H](N)Cc4ccc(O)cc4)nn3)CC2)nc(N2CCN(C(=O)[C@H](Cc3ccc(O)cc3)n3cc([C@@H](N)C(C)CC)nn3)CC2)n1 (stereo not given in full)	-2.7	-0.82
CCOC(=O)C1CCN(C(c2cc3cc(C)cc(C)c3[nH]c2=O)c2nnnn2C2CCCCC2)CC1 (stereo not given)	1.1	-0.95
NS(=O)(=O)c1ccc(NC(=O)c2ccc(F)cc2F)c(NC(=O)c2ccc(F)cc2F)c1	-0.5	0.06
CCOc1ccc(NC(=O)CN(C)C(=O)CSCc2cccc(C)c2)cc1OCC	-1.2	-0.78
COc1ccc(OC)c(NC(=O)CSc2nnnn2-c2ccc3c(c2)OCO3)c1	0.7	1
Brc1cc(Cc2nnc(-c3ccccc3)o2)c(Br)s1	-1.9	0.25
CCOc1ccccc1C(=O)NCCCCNC(=O)c1ccccc1OCC	-2.2	0.76
Cc1cc(C(=O)NC2CC(C)(C)Cc3c2cnn3-c2cccc(F)c2)n(C)n1 (stereo not given)	-1.3	0.53
CCc1nc2oc3ccccc3c(=O)c2c(=O)n1Cc1ccc(OC)cc1	-0.2	-0.05
NC(=O)C(c1cccc(Cl)c1)c1ncc(C(F)(F)F)cc1Cl (stereo not given)	-1.0	0
O=C1NC2(CCCCC2)C(=O)N1Cc1cc(=O)n2ccsc2n1	-0.4	-1.7
C=CCN1C(=O)CSc2ccc(C(=O)NCc3ccco3)cc21	0.0	-0.68
O=c1c(-c2ccccc2)coc2cc(O)ccc12	3.4	1.8

Next section:
SMILES	STK33 kinase inh	Kir21 inh
Clc1ccc2[nH]c3c(N4CCC5(CC4)OCCO5)ncnc3c2c1	3.4	-1.1
Cc1ccc(S(=O)(=O)Nc2ccccc2C(=O)N2CCN(C)CC2)cc1	-1.1	-0.53
O=C(Nc1cccc(F)c1)C1CCN(C(=O)NCc2ccccc2)CC1	-1.1	1.5
COc1cccc2sc(Nc3nnc(-c4cccs4)o3)nc12	1.6	1.9
Cc1cc(C)cc(NC(=O)COC(=O)CNC(=O)C2CCCCC2)c1	-0.4	.
COC(=O)CC1C(=O)NCCN1C(=S)NC(=O)c1sc2ccccc2c1Cl (stereo not given)	1.5	0.07
CCOc1ccc(C(c2c(O)nc(SC)n(C)c2=O)c2c(O)nc(SC)n(C)c2=O)cc1	-1.5	0
CC[C@@]12C(=O)N(c3ccc(C)cc3)C(=O)N1[C@H](c1ccc(Br)cc1)[C@@H]1C(=O)N(C(C)(C)C)C(=O)[C@@H]12	-0.6	-0.02
CCS(=O)(=O)c1ccc2oc(SCC(=O)Nc3ccc(OC)c(OC)c3)nc2c1	-1.1	0.23
CCc1ccc(/C=C2/C(=O)N(c3ccccc3)C(=S)N2CC(=O)OC)s1	-0.4	-0.45
COc1ccc(C(=O)NNc2ccccc2)cc1	-0.5	-0.64
Cc1cccc(N2CCN(C(=O)c3ccc(NS(=O)(=O)c4c(C)noc4C)cc3)CC2)c1C	-0.3	-0.31
CN(C)c1ccc(-c2noc(-c3ccccc3O)n2)cc1	-0.5	0.77
N#Cc1nc(COc2ccccc2)oc1N1CCN(Cc2ccccc2)CC1	2.1	1.3
Cc1ccc(C)c(NC(=O)CSc2ncnc3nc[nH]c23)c1	-0.5	0.31
CCCc1nc2sc3c(c2c(=O)[nH]1)CCCC3	-2.0	-1
Cn1c(=O)[nH]c(=O)c2[nH]c(CN3CCN(C(=O)c4ccco4)CC3)nc21	-2.6	-0.8
Cc1cc(C)nc(NC(=O)c2ccc([N+](=O)[O-])c(C)c2)n1	0.2	1.7
O=C(CSc1nc2ccccc2s1)Nc1ccc(N2CCOCC2)c(Cl)c1	-1.5	1.5
CC(C)(C)NC(=O)CSc1nc2ccc(NC(=O)CSc3nnc(N)s3)cc2s1	2.3	0.18
O=C(CCNS(=O)(=O)c1ccc(Cl)cc1)N1CCC2(O)CCCCC2C1 (stereo not given)	-0.4	0.63
O=C(CSc1ccccc1)N1CCCC(N2CCN(c3cccc(Cl)c3)CC2)C1 (stereo not given)	-0.5	-1.9
Cc1nc2ncnn2c(N2CCN(S(=O)(=O)c3ccc(Br)cc3)CC2)c1C	-1.5	0.67
Cc1cc2nc3c(nc2cc1C)C1(C(=O)O)CCC3(C)C1(C)C (stereo not given)	1.8	0.26
CC12C(=O)N(Cc3ccccc3)C(=O)C1C1C=CC2C1 (stereo not given)	0.6	-0.6
COc1cccc(NC(=O)C2CCCN2C(=O)OCc2ccccc2)c1 (stereo not given)	-0.2	-1.9
CCc1ccc(C(=O)NNC(=O)OC)cc1	-1.0	1.7
CC(=O)NCCc1nc2cc(NS(=O)(=O)c3ccc(Cl)cc3)ccc2n1C	0.6	-0.31
Cc1ccc(OCCC(=O)Nc2c(C)n(C)n(-c3ccccc3)c2=O)cc1	-0.4	0.68
O=[N+]([O-])c1cc(-c2csc(NCCc3nc4cc(Cl)c(Cl)cc4n3CCCO)n2)ccc1Cl	-0.5	-0.15
Cc1csc2ncc(C(=O)Nc3ccccc3F)c(=O)n12	-0.2	0.18
COc1cccc(C(=O)NCC(c2cccs2)N2CCOCC2)c1 (stereo not given)	-0.8	.
COc1ccc(S(=O)(=O)NCC2CCCN(Cc3ccccc3Cl)C2)cc1 (stereo not given)	-1.8	-3.8
COc1ccc(C)cc1S(=O)(=O)n1cnc2ccccc21	-2.0	-1.2
CCOC(=O)c1ccc(N2C(=O)CC(NNC(=O)c3ccc(Br)s3)C2=O)cc1 (stereo not given)	0.0	0.46
COc1ccc(NC(=O)NN(C(=O)c2ccccc2)C(C)(C)C)cc1	-1.2	-0.21
Cc1ccc(C)c(S(=O)(=O)N2CCN(C(=O)Cn3[nH]c(=O)c4ccccc4c3=O)CC2)c1	0.0	1.7
Cc1cc(C)cc(C(=O)Nc2cccnc2Cl)c1	-1.3	-0.7
COc1ccc(CNC(=O)c2ccc(-c3ccccc3)cc2)cc1	0.4	1.1
O=C(NCc1nc2ccccc2[nH]1)C1=C[C@H](c2ccc(C(F)(F)F)cc2)C[C@H](OCc2ccc(CO)cc2)O1	-1.2	-0.12
FC(F)(F)c1cccc(Cc2noc(CN3CCCC3)n2)c1	-2.4	0.53
CCN(Cc1ccccc1)C(=O)c1cc(COc2c(F)cccc2F)on1	-1.0	-0.01
COC(=O)c1ccccc1NC(=O)CSc1nnnn1CC(=O)O	0.4	1.5
Cc1cc(C)c(NC(=O)CN(c2ccccc2)S(=O)(=O)N(C)C)c(C)c1	-1.4	0.14
CN(C)CCCN(C(=O)c1ccc(S(=O)(=O)N2CCCCC2)cc1)c1nc2cc3c(cc2s1)OCO3	-0.1	-1.7
N#C/C(=C/c1ccc(N2CCCCC2)cc1)c1cccc(F)c1	-1.5	-1.4
COc1ccc(C(=O)N(Cc2ccco2)Cc2cc3cc(C)ccc3[nH]c2=O)cc1OC	-0.9	1.4
O=C(Oc1ccc2c(c1)OCO2)c1cccs1	0.0	-3.1
Cc1ccc(CNC(=O)C2CCC(=O)N(C3CC3)C2)cc1 (stereo not given)	-0.7	-0.01
O=C1/C(=C/c2ccncc2)SC(=S)N1N1CCOCC1	-3.3	-2.2
COc1cc(NC(=O)c2cccnc2)c(Cl)cc1NC(=O)c1ccccc1	-1.3	-0.39
COC(=O)C1=C(C)N(Cc2ccco2)C(=O)N[C@@H]1c1ccco1	-1.9	0.1
CN(C(=O)c1cccc(NC(=O)c2ccco2)c1)c1ccccc1	0.4	0.89
C=CCOC(=O)C1=C[C@H](c2ccc(C(F)(F)F)cc2)[C@@H](CCCO)[C@H](OCC)O1	0.0	0.46
COc1ccc(Br)cc1CN(C)C(C)C(=O)Nc1cccc(C(C)=O)c1 (stereo not given)	3.3	0.02
CCOC(=O)c1c(NC(=O)CCC(=O)N(CC)CC)sc2c1CC(C)(C)OC2	-1.9	-0.03
O=C1CN(c2nc(-c3ccccc3)c3cc(Cl)ccc3n2)c2ccccc2N1	-1.5	0.39
COc1ccc(-c2cc3c(=O)n(CC(=O)NCc4ccc(F)cc4)ncn3n2)cc1	-1.0	-1.4
COc1cc(OC)cc(-c2n[nH]c(=S)n2-c2cc(OC)ccc2OC)c1	0.4	2.8
O=C(NCc1cccs1)C1CC(=O)N(c2ccc(Cl)cc2)C1 (stereo not given)	-0.9	0.43
Later entries.
SMILES	STK33 kinase inh	Kir21 inh
COc1ccc(NC(=O)NCc2ccc3c(c2)OCO3)cc1	-2.0	0.23
Oc1cccc(NC(=S)Nc2cccnc2)c1	-1.4	-0.04
COc1ccc(-c2c(-c3ccsc3)oc(=O)c3cc(OC)c(OC)cc23)cn1	0.8	.
CC(=O)N1Cc2cc([N+](=O)[O-])ccc2Oc2ccccc21	0.3	0.43
COc1ccc(NC(=O)Nc2ccc3c(c2)N(C)C(=O)CS3)cc1OC	1.6	-0.07
O=C(CSc1nnc(-c2ccncc2)o1)Nc1nncs1	0.2	-0.9
CCCC(=O)NC(c1cccs1)c1cc(Cl)c2cccnc2c1O (stereo not given)	-0.5	-2.9
O=C(Cc1cccc2ccccc12)Nc1ccc2oc(-c3ccccc3)nc2c1	-1.0	-1.9
CCN(CC)S(=O)(=O)c1ccc(C(=O)NN(C)C2=NS(=O)(=O)c3ccccc32)cc1	-2.0	0.64
CCc1cccc(C)c1NC(=O)N(C)C1CCCCC1	-0.2	1.4
O=C(NCC(c1ccco1)N1CCOCC1)c1ccc(C(F)(F)F)cc1 (stereo not given)	0.0	1.1
O=C(NCc1ccc(F)cc1)C(c1ccccc1)N(C(=O)c1csnn1)c1ccccc1 (stereo not given)	-0.8	-0.61
O=S(=O)(c1ccc(F)c(Cl)c1)N1CCN(C/C=C/c2ccccc2)CC1	-1.0	.
S=c1[nH]nc(-c2cccs2)n1/N=C/c1c(Cl)cccc1Cl	0.3	0.3
Cc1sc2ncnc(N3CCC(C(=O)Nc4cc(Cl)ccc4Cl)CC3)c2c1C	-0.3	0.15
CCOC(CNC(=O)c1cccc([N+](=O)[O-])c1)OCC	-0.7	0.66
CCN(CC)S(=O)(=O)c1ccc(N2CCCC2)c(NC(=O)Cc2ccccc2)c1	0.1	0.99
O=C(CNS(=O)(=O)c1ccc(Br)cc1)N1CCN(Cc2ccccc2)CC1	0.1	-0.78
CN(c1ccccc1)S(=O)(=O)c1cccc(C(=O)NCCCN2CCCC2=O)c1	0.5	-1.9
O=c1[nH]c2cc3c(cc2cc1CN(CCO)S(=O)(=O)c1ccccc1)OCCO3	-3.1	-0.55
O=C(COc1ccccc1[N+](=O)[O-])Nc1ccccc1N1CCCCC1	-1.4	0.48
CS(=O)(=O)N(CC(=O)N1CCN(c2ccccc2)CC1)Cc1ccc(Cl)cc1	0.1	-0.02
